Source: PubChem BioAssay
SENP7 block: SENP7 protease inhibitors, primary screen, biochemical, luminescence, uHTS. AID 434973, 2010. Sentrin-specific protease 7 (Homo sapiens), Q9BQF6. recombinant SENP7, Z-RLRGG-aminoluciferin luminescence, 40 min. inhibition, % at 5 µM. 330,000 tested, 1.5% active;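 active means inhibition above about 50% at the single test dose, limit read from the data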;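 further: plate controls were DMSO with enzyme for no effect and no enzyme buffer wells for full effect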
Apaf-1 inh: inhibitors of human Apaf-1 apoptosome, primary screen, biochemical, DEVD-Rh110 fluorescence, uHTS | reconstituted apoptosome caspase-3 activity | inhibition, % at 20 µM | Apoptotic protease-activating factor 1 (Homo sapiens), O14727 | AID 489030, 2010 | 330,000 tested, 0.71% active; active means inhibition of at least 40% at 20 µM;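 further: plate controls were DMSO wells for no effect and DEVD-CHO caspase inhibitor wells for full effect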
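System: Apoptosome proteins | Medium: Hepes pH 7.5 with detergent and BSA | Also added: Cytochrome c trigger plus (Z-DEVD)2-Rh110 caspase-3 substrate | Incubation: 30 min compound preincubation, 50 min activation, room temperature | Detection: Rhodamine 110 fluorescence at Ex 480/Em 540 nm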
PfGluPho inh: PfG6PD enzyme inhibitors, primary screen, biochemical, fluorescence intensity, uHTS; inhibition, % at 20 µM; glucose-6-phosphate dehydrogenase-6-phosphogluconolactonase (Plasmodium falciparum 3D7); 350,000 tested, 0.78% active; PfGluPho enzyme, NADPH resazurin-diaphorase fluorescence;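 active means inhibition reaching at least a set limit at 20 µM in the primary screen, cut at about 59% in these data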;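 further: 0% = DMSO wells with substrate and 100% = DMSO wells lacking glucose-6-phosphate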
SENP1 inh: human SENP1 catalytic domain inhibitors, primary screen, biochemical, FRET, uHTS; recombinant SENP1 catalytic domain, CyPet-SUMO1-YPet FRET cleavage; inhibition, % at 10 µM; 360,000 tested, 0.21% active;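 active means inhibition at least 30% at 10 µM, raw YFP signal under a set limit, fluorescence ratio 0.5 to 1.5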;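 further: 0% = enzyme with DMSO and 100% = no enzyme wells; some results filed as inactive read as strong as hits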
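Assay system – human recombinant His6-tagged SENP1 catalytic domain enzyme · Input – SENP1 enzyme, 20 pM final · Buffer or medium – Tris pH 8 buffer plus EDTA, NaCl, BME, BSA, NP40, catalase · Schedule – 50 min reaction at room temperature · Technique – FRET read of cyan and yellow fluorescence · Control set – no-enzyme wells low, DMSO-plus-enzyme wells high control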
SENP8 block-1: SENP8 protease inhibitors, primary screen, biochemical, luminescence | 330,000 tested, 1.2% active | AID 2540, 2010 | purified SENP8, Z-RLRGG-aminoluciferin cleavage | inhibition, % at 10 µM | Sentrin-specific protease 8 (Homo sapiens), Q96LD8; in the data active means inhibition above about 50%
SENP6 inh: SENP6 protease inhibitors, primary screen, biochemical, luminescence, uHTS; Sentrin-specific protease 6 (Homo sapiens), Q9GZR1; Recombinant SENP6 catalytic domain, aminoluciferin luminescence; inhibition, % at 10 µM; 330,000 tested, 1.8% active;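 active means inhibition above about 50% at the single tested dose, limit read from the data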;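 further: plate controls were DMSO wells with enzyme for no effect and DMSO wells lacking enzyme for full effect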
HKDC1 inh: HKDC1 hexokinase inhibitors, primary screen, biochemical, fluorescence, uHTS; Q2TB90; inhibition, % at 20 µM; recombinant HKDC1, G6PDH/diaphorase resazurin coupled fluorescence; 340,000 tested, 0.16% active; AID 493160, 2011;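 active means inhibition above about 35% when tested at 20 µM, limit read from the data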;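 further: plate controls were DMSO wells with enzyme for no effect and DMSO wells lacking enzyme for full effect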
Target sequence (Q2TB90 whole entry, looked up): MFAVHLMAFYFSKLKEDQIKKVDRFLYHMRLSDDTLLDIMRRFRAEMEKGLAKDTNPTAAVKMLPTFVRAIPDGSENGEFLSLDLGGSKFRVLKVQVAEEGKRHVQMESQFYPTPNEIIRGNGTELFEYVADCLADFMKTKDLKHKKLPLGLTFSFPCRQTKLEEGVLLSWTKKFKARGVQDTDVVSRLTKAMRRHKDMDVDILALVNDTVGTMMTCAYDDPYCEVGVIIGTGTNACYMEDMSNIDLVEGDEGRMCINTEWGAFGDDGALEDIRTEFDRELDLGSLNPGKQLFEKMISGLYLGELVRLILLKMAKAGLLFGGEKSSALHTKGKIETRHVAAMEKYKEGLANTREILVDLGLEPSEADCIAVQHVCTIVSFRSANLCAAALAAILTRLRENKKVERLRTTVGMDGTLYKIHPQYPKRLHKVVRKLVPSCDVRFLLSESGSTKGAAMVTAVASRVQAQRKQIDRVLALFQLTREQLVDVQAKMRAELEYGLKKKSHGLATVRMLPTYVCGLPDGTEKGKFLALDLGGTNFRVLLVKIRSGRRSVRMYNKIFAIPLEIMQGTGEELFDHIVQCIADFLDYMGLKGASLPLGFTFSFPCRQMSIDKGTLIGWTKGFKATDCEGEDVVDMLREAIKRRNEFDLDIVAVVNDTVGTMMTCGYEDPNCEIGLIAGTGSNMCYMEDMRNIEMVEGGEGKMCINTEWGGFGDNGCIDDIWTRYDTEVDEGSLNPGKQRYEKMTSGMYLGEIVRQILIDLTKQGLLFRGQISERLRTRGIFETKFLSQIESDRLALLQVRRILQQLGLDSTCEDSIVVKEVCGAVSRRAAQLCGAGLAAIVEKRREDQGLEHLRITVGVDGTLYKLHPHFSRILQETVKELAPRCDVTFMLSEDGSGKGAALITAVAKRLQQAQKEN
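Assay system: in-house recombinant HK5 (HKDC1) enzyme. Input: HKDC1 at 5 µg/mL. Medium: Tris pH 8.0 buffer with MgCl2, Tween-20, BSA, BME. Dosing: single 20 µM dose. Schedule: 90 min reaction incubation at room temperature, dark. Signal: resazurin-to-resorufin fluorescence via G6PDH and diaphorase coupling, 525/613 nm. Controls: DMSO-enzyme wells negative, buffer-substituted wells positive.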
SENP8 block-2: human SENP8 protease inhibitors, primary screen, biochemical, fluorescence, Nedd8 protein substrate, uHTS; recombinant SENP8; inhibition, % at 20 µM; 360,000 tested, 0.64% active; AID 602440, 2012; in the data active means inhibition mostly above about 40%, no sharp cut-off; inactive means mostly below about 27%
* hit, by the source's call; . = no result given. Hits appear at their usual frequency; 3.6% or so of the library scored in one or more.

(1) Cc1[nH]c(C)c(S(=O)(=O)N2CCN(c3ccccc3F)CC2)c1C(=O)N1CCCCC1
(2) COc1ccc(-n2nc(C(=O)NCC(=O)N3CCN(c4ccccc4OC)CC3)c3ccccc3c2=O)c(OC)c1
(3) CC1CCC(NC(=S)NCCN(C)C)CC1 (stereo unspecified)
(4) Cc1ccnc(NC(=O)c2cc(F)c(F)cc2Cl)n1
(5) CC1(C)NC(=O)N(CC(O)CN(c2ccccc2)S(=O)(=O)c2ccccc2[N+](=O)[O-])C1=O (stereo unspecified)
(6) COc1ccc(NC(=O)Nc2ncn(Cc3cccc(C(F)(F)F)c3)n2)cc1OC
(7) Cc1cccc(NC(=O)CS(=O)(=O)c2c[nH]c3ccccc23)c1C
(8) CCN(CC)CCNC(=O)C1c2cc(OC)c(OC)cc2C(=O)N(C)C1c1cccs1 (stereo unspecified)

assay / compound	1	2	3	4	5	6	7	8
SENP7 block	11	5	-4	1	-3	-10	-6	8
Apaf-1 inh	0	12	2	-4	2	12	13	-2
PfGluPho inh	-2	-8	-9	4	-4	21	0	3
SENP1 inh	-1	2	2	-2	0	1	0	3
SENP8 block-1	-10	-2	-3	-3	8	-12	5	-3
SENP6 inh	9	-20	-21	-2	5	-3	8	-3
HKDC1 inh	-6	0	4	-4	7	1	-2	-7
SENP8 block-2	5	-40	5	6	7	8	0	3

(9) COc1ccc(OC)c(N(/C(N)=N/c2nc(C)cc(C)n2)S(=O)(=O)c2ccc(NC(C)=O)cc2)c1
(10) CCc1c(C)nc(N)n2c(SCC(=O)NC3CCCCC3)nnc12
(11) Cn1c(=O)c2[nH]c(CNc3ccc(C(=O)O)cc3)nc2n(C)c1=O
(12) CN(C1=C(N2CCCCC2)C(=O)c2ccccc2C1=O)c1ccccc1
(13) CCOc1ccc2[nH]c3c(NCCC(C)C)ncnc3c2c1
(14) Nc1ccc(/C=C/C(=O)c2cccs2)cc1
(15) CCc1ccc(OCC(=O)NCC(c2ccc(Cl)cc2)N2CCCCC2)cc1 (stereo unspecified)
(16) Cc1cc(-c2nnc(SCC(=O)Nc3ccc(C)c(C)c3)n2N)n[nH]1

assay / compound	9	10	11	12	13	14	15	16
SENP7 block	-2	7	-7	15	-1	-9	8	3
Apaf-1 inh	2	1	7	27	20	10	30	-8
PfGluPho inh	-15	-15	-2	4	4	7	20	-2
SENP1 inh	2	0	-2	-5	-18	-24	1	3
SENP8 block-1	-3	-1	-8	19	-12	-5	-20	5
SENP6 inh	-20	-4	-7	46	-5	-1	-7	5
HKDC1 inh	-5	1	3	10	5	-3	1	-3
SENP8 block-2	18	17	19	49*	-266	-246	2	10

(17) O=C(CSc1cccc[n+]1[O-])Nc1ccc(N2CCOCC2)cc1
(18) CCOc1ccc(CN2CCNC(=O)C2CC(=O)N(C)C2CCCCC2)cc1 (stereo unspecified)
(19) CCCOc1ccc(-c2nc3c(c(=O)[nH]c(=O)n3Cc3ccccc3)n2CCO)cc1OCC
(20) Cc1ccc2nc3n(c(=O)c2c1)-c1ccccc1C(=O)NC3Cc1ccc(O)cc1 (stereo unspecified)
(21) CC1CCCC(C)N1C(=O)Cn1cc(C#N)c2ccccc21 (stereo unspecified)
(22) COC(=O)c1ccc(NC(=O)COc2cccc(-n3cnnn3)c2)cc1
(23) CCN1CCN(C(=O)CN2C(=O)c3ccccc3S2(=O)=O)CC1
(24) CCOc1ccc(NC(=O)c2cccc(NC3=NC4CS(=O)(=O)CC4S3)c2)cc1 (stereo unspecified)

assay / compound	17	18	19	20	21	22	23	24
SENP7 block	-13	17	1	6	9	-12	6	0
Apaf-1 inh	1	-2	23	2	13	-11	-2	0
PfGluPho inh	.	-15	9	.	8	2	-1	5
SENP1 inh	.	-12	1	.	2	0	1	1
SENP8 block-1	-4	-10	-5	3	3	-1	-10	-2
SENP6 inh	0	-15	7	6	0	15	-9	-41
HKDC1 inh	.	1	-1	.	-6	-4	-3	-4
SENP8 block-2	.	-26	-309	.	5	8	1	16

(25) CCC(C)(C)C1CCC2(CC1)NC(=O)N(CC(=O)N(C)Cc1ccc(OC(F)F)cc1)C2=O (stereo unspecified)
(26) CC(=O)Nc1ccc(NC(=O)C2CCCN2C(=O)Nc2ccc(F)cc2)cc1 (stereo unspecified)
(27) N#C/C(=C\c1c(N2CCC(C(N)=O)CC2)nc2ccccn2c1=O)S(=O)(=O)c1ccc(Cl)cc1
(28) Cc1c(C(=O)NCc2cccnc2)sc2nc(-c3ccc(F)cc3)cn12
(29) COc1ccc(Oc2nc(C(F)(F)F)nc3ccccc23)cc1
(30) Fc1ccc(CNc2ncccn2)cc1
(31) CCCNC(=O)C1(CC2CC(c3ccccc3)=NO2)CCN(C(=O)OC(C)(C)C)CC1 (stereo unspecified)
(32) CSc1cc(-c2ccc(Cl)cc2)n(Cc2ccccc2)c(=O)c1C#N

assay / compound	25	26	27	28	29	30	31	32
SENP7 block	5	7	-9	8	2	-3	8	-13
Apaf-1 inh	19	-208	9	8	12	1	15	5
PfGluPho inh	2	8	-8	15	4	-6	10	-9
SENP1 inh	3	-1	-35	2	5	1	4	0
SENP8 block-1	2	7	-10	-13	5	0	-3	-9
SENP6 inh	-12	9	3	3	-33	-10	-24	-15
HKDC1 inh	-9	3	3	2	2	-4	-2	-7
SENP8 block-2	4	20	-32	7	24	-6	16	-227

(33) Cn1c(N2CCOCC2)nc2c1c(=O)n(Cc1ccc(Cl)c(Cl)c1)c(=O)n2C
(34) COc1ccc(C2C(C(=O)O)CCC(=O)N2c2ccc(C)cc2)cc1OC (stereo unspecified)
(35) Cc1n[nH]c(=O)c2c(NC(=O)CSc3nnc(-c4ccco4)n3C)oc(C)c12
(36) Cc1cc(NC(=O)CN(C)S(=O)(=O)c2ccc(-c3ccc(=O)[nH]n3)s2)ccc1Br
(37) O=[N+]([O-])c1cccc(Cn2cnc3c(=S)nc[nH]c32)c1
(38) CCCCn1cnc2c(SCc3ccccn3)nc(N)nc21
(39) Cc1cc(C)n2nc(SC(C)C(=O)N3CCOCC3)nc2n1 (stereo unspecified)
(40) CC(NC(=O)CN(c1ccc(Cl)cc1)S(C)(=O)=O)c1ccccc1 (stereo unspecified)

assay / compound	33	34	35	36	37	38	39	40
SENP7 block	5	-5	3	-6	.	.	3	-4
Apaf-1 inh	1	-14	-7	-2	.	.	-7	-12
PfGluPho inh	-1	-12	5	0	34	-5	7	4
SENP1 inh	0	2	0	-1	1	1	1	2
SENP8 block-1	2	-4	1	-9	.	.	-2	-5
SENP6 inh	-10	-5	-1	-12	.	.	-7	-19
HKDC1 inh	-2	-7	-6	-5	-2	-5	-1	-8
SENP8 block-2	23	23	3	22	16	0	14	2

(41) COC(=O)c1nc2nc(C)cc(=O)n2[nH]1
(42) Nc1ccc[n+](Cc2ccccn2)c1
(43) Cc1nnc(N2CCC(C(=O)N3CCCCC3)CC2)c2nn(-c3ccc(Cl)cc3)c(C)c12
(44) Cc1ccc(-c2noc(CCC(=O)Nc3cc(C)ccn3)n2)cc1
(45) Clc1cc(Cl)cc(Nc2ncn[nH]2)c1
(46) COc1ccc(NCc2nnc(SCC(=O)NCc3ccco3)n2-c2ccccc2OC)cc1
(47) COc1ccc(NC(=O)Cn2nnc(C(=O)NCc3cccs3)c2N)cc1Cl
(48) CC(CC(=O)NNC(=O)c1cccc(Cl)c1)c1ccccc1 (stereo unspecified)

assay / compound	41	42	43	44	45	46	47	48
SENP7 block	-2	-1	14	8	7	3	-14	4
Apaf-1 inh	-7	-22	3	-8	6	-1	8	7
PfGluPho inh	-5	-2	6	8	9	34	-7	0
SENP1 inh	3	0	2	2	3	0	1	1
SENP8 block-1	7	-4	-4	1	7	-7	-1	-6
SENP6 inh	-8	-8	-8	-8	1	-10	-13	-30
HKDC1 inh	-4	-1	-2	-3	-3	3	-4	-6
SENP8 block-2	20	-474	-345	9	14	12	22	11

(49) CCn1cc(C(=O)OCC(=O)N(C)Cc2ccccc2)c(=O)c2ccc(C)nc21
(50) CCN(C[C@H]1N[C@@](Cc2ccccc2)(C(=O)OC)[C@H]2C(=O)N(C)C(=O)[C@@H]12)C(=O)C1CCCCC1
(51) CCSc1cc(N2CCCC2)nc(-c2ccc(F)cc2)n1
(52) COC(=O)c1cc(-c2c(C)oc3cc(OC)ccc3c2=O)c(C)o1
(53) Nc1ccc(Cc2nc3cc4ccccc4cc3[nH]2)cc1
(54) COc1cc(N2Cc3ccccc3C2)ccc1C=O
(55) O=C(CN1C(=O)NC2(CCCCC2)C1=O)NCC(=O)Nc1ccc(F)c(F)c1
(56) Nc1ccc(-c2c3ccc(=O)cc-3oc3cc(O)ccc23)c(C(=O)O)c1
(57) CCOC(=O)c1ccc(/C=N/O)[n+](Cc2ccccc2)c1
(58) Cc1ccc(CNC(=O)CCC2CCCN(C(=O)c3ccc4c(c3)OCO4)C2)o1 (stereo unspecified)
(59) COc1ccc(S(=O)(=O)N2CCCC2=O)cc1N(C)S(C)(=O)=O

assay / compound	49	50	51	52	53	54	55	56	57	58	59
SENP7 block	-12	-7	3	-3	-5	8	-16	1	-8	6	-2
Apaf-1 inh	-1	2	0	-26	-14	11	16	22	-3	-2	8
PfGluPho inh	13	-2	-1	-10	15	1	-17	0	12	9	5
SENP1 inh	0	0	0	0	.	-1	-2	54	1	-4	3
SENP8 block-1	-6	-5	5	-3	-1	5	-7	-10	-8	-1	-4
SENP6 inh	-8	-19	-14	1	-26	19	-9	-3	-12	-2	-14
HKDC1 inh	-1	-4	-5	4	-8	-5	-4	-6	-7	-3	-8
SENP8 block-2	14	11	-15	4	.	-41	5	13	19	19	11

Ordered by molar mass (smallest number first): part of the list above
(57) CCOC(=O)c1ccc(/C=N/O)[n+](Cc2ccccc2)c1
(56) Nc1ccc(-c2c3ccc(=O)cc-3oc3cc(O)ccc23)c(C(=O)O)c1
(59) COc1ccc(S(=O)(=O)N2CCCC2=O)cc1N(C)S(C)(=O)=O
(55) O=C(CN1C(=O)NC2(CCCCC2)C1=O)NCC(=O)Nc1ccc(F)c(F)c1
(50) CCN(C[C@H]1N[C@@](Cc2ccccc2)(C(=O)OC)[C@H]2C(=O)N(C)C(=O)[C@@H]12)C(=O)C1CCCCC1

assay / compound	57	56	59	55	50
SENP7 block	-8	1	-2	-16	-7
Apaf-1 inh	-3	22	8	16	2
PfGluPho inh	12	0	5	-17	-2
SENP1 inh	1	54	3	-2	0
SENP8 block-1	-8	-10	-4	-7	-5
SENP6 inh	-12	-3	-14	-9	-19
HKDC1 inh	-7	-6	-8	-4	-4
SENP8 block-2	19	13	11	5	11
